# Compound activity as filed in PubChem.
# HTRA1 inh: inhibitors of human serine peptidase HTRA1 | 340,000 tested, 0.5% active | Q92743 | recombinant HTRA1, FP-rhodamine activity-based probe, fluorescence polarization | inhibition, % at 5.96 µM | AID 504803; in the data active means inhibition above about 36%;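 further: 0% = enzyme with DMSO and 100% = wells lacking enzyme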
# ABHD4 inh: inhibits mouse alpha/beta hydrolase domain 4; Q8VD66; purified mABHD4, FP-Rh probe fluorescence polarization; inhibition, % at 8.92 µM; 370,000 tested, 0.54% active; AID 720543;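 active means inhibition exceeding the mean over every tested compound plus 3 SD, cut at about 30% in these data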;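 further: 0% = plate median of compound wells and 100% = S159A mutant with DMSO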
# Target sequence (Q8VD66 whole entry, looked up, the tested form may be a part): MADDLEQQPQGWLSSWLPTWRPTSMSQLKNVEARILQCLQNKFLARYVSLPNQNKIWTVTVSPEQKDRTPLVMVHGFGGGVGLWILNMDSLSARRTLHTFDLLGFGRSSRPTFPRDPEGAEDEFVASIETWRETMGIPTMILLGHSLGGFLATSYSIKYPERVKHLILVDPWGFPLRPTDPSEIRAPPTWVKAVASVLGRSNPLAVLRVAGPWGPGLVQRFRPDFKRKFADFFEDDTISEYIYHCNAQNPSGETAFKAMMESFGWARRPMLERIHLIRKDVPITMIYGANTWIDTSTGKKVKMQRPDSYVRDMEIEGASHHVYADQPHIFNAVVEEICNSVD
#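 Material: mouse ABHD4 enzyme, wild type; Benchmarks: S159A mutant high control, sample median low control; Buffer or medium: HEPES pH 7.0, NaCl, Pluronic buffer; Signal: fluorescence polarization; Read-out: percent inhibition of probe binding, normalized to plate controls; Timing: pre-incubation 45 min, probe exposure 60 min, at 25 °C; Dosing: 8.92 µM, single dose.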
# PRMT1 FP inh: PRMT1 (human) inhibition, primary screen. 370,000 tested, 1.3% active. AID 652257. inhibition, % at 2.79 µM. Q99873. recombinant PRMT1, activity-based probe fluorescence polarization;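 active means inhibition above about 21% made by adding two undisclosed values, limit read from the data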
# rCAG binder: binds r(CAG) RNA repeats; r(CAG) RNA repeat, TO-PRO-1 dye displacement fluorescence; inhibition, % at 3 µM; 370,000 tested, 1.3% active; AID 651821;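 active means inhibition above the plate cutoff, the mean of all test compounds on that plate plus 3 SD, cut at about 35% in these data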;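 further: 0% = DMSO alone and 100% = 100 µM mitoxantrone as full dye displacement; higher means more dye released from RNA so lower well fluorescence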
# PG9 Ab binder: PG9 antibody binding by small molecule; 360,000 tested, 0.43% active; TR-FRET gp120-PG9 antibody binding; inhibition, % at 6.7 µM; in the data active means inhibition above about 8.5%
# TCR-CD3 inh: human TCR-CD3 binding inhibition; TAMRA-labeled TCR probe fluorescence, biochemical; inhibition, % at 9.4 µM; 360,000 tested, 0.37% active; in the data active means inhibition above about 19%;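 further: recombinant mutant TCR 2C K166C tagged with TAMRA read by polarization; 0% = receptor in buffer alone and 100% = receptor with positive control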
# SIAE primary: blocks human sialic acid acetylesterase; Q9HAT2; SIAE FP-Rh probe binding, fluorescence polarization; inhibition, % at 9.66 µM; 370,000 tested, 0.69% active;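 active means inhibition above a cutoff: mean of compounds within the control limits plus 3 SD of those, cut at about 17% in these data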;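 further: 0% = plate median of compound wells and 100% = probe without SIAE protein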
# Target sequence (Q9HAT2 whole entry, looked up): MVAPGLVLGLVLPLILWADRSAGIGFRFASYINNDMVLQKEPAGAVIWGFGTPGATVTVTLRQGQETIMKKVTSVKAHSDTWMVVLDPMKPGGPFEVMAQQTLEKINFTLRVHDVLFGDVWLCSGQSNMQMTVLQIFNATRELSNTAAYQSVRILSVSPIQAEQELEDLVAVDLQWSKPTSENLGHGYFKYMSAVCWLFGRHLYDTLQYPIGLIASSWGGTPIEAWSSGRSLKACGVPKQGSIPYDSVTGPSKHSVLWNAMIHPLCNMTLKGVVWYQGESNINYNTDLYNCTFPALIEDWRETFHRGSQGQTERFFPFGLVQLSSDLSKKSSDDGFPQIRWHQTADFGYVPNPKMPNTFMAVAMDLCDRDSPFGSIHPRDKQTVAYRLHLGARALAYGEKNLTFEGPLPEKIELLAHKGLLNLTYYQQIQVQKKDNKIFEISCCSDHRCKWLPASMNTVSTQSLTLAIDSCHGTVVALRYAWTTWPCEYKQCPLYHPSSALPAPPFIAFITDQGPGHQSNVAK
# TDP2 inh: TDP2 (human) inhibition, absorbance primary screen | O95551 | AID 720702 | 370,000 tested, 0.34% active | recombinant TDP2, T5PNP hydrolysis, p-nitrophenol absorbance 415 nm | inhibition, % at 12.8 µM;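 active means inhibition above the mean of all tested compounds plus 3 SD, set per campaign, cut at about 25% in these data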;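 further: 0% = DMSO with enzyme and 100% = buffer with substrate but no TDP2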
#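 Test system: human TDP2 enzyme; Input: 120 nM TDP2 per well; Buffer or medium: Mg2+-containing Tris-HCl buffer, pH 7.5; Reagent: 5 mM T5PNP; Dosing: 12.8 µM single point, 1% DMSO; Incubation: reaction 2 h, 37 °C; Detection: p-Nitrophenol epi absorbance; Read-out: % inhibition relative to enzyme-containing and enzyme-free wells; Replicates: single well per compound.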
# NR1D1 modulator: Rev-erb alpha (human) modulation; activity, % at 10 µM; Rev-erbα–FITC-DNA binding, fluorescence polarization, 90 min; 370,000 tested, 0.79% active; P20393;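 active means activity above about 14%, limit read from the data; passing the limit was not always enough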;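 further: 0% = DMSO wells with 35 nM protein and 100% = DMSO wells with 750 nM protein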
# LEDGF integ inh: blocks HIV-1 LEDGF/p75-dependent DNA integration; AID 743269; inhibition, % at 3.7 µM; TR-FRET IN-LEDGF/p75 DNA integration, Eu/Cy5; 370,000 tested, 0.64% active;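 active means inhibition above the screen-wide mean plus 3 SD, cut at about 13% in these data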;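 further: signal is the Cy5 over europium emission ratio at 671 and 618 nm; 0% = plate median of compound wells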
# Active calls of the source: *; · = no result given. These rows are one share of the data. The share of hits here may be higher or lower than overall.
nr	SMILES	HTRA1 inh	ABHD4 inh	PRMT1 FP inh	rCAG binder	PG9 Ab binder
1	O=C(c1ccco1)N1CCN(C(=O)c2cccc3c2C(=O)N(C2CCCCC2)C3)CC1	2	3	-1	1	-1.1
2	CCOc1ccc(NC(=O)C2CCN(S(=O)(=O)c3c(C)noc3C)CC2)cc1	2	-13	-7	0	0.1
3	COc1ccc2c(C(=O)NCc3ccc4c(c3)OCO4)c(-c3ccc(S(C)(=O)=O)cc3)sc2c1	0	-2	0	6	4.2
4	CC(C)Cn1c(=O)c2c(c3ccccc31)OC(C)C(=O)N2 (stereo unspecified)	2	13	-3	-1	-0.2
5	Cc1nc(C)c(C(=O)OCC(=O)N(C)c2ccccc2)s1	-3	0	-1	-3	0.7
6	O=C(CN1CCC(O)(c2ccc3c(c2)OCO3)CC1)NC1CCCCC1	7	-9	-5	-5	-1.7
7	O=C(Nc1cccc2ncccc12)c1ccc(Br)c([N+](=O)[O-])c1	0	-1	-4	-2	-0.5
8	CCCCCNC(=O)C(CCc1ccccc1)n1c(=O)c(-c2cc3ccccc3[nH]2)nc2ccccc21 (stereo unspecified)	·	-19	2	18	0.6
9	CC(=O)c1ccc(N2C(=NC(=O)C3CCCO3)SC3CS(=O)(=O)CC32)cc1 (stereo unspecified)	-5	-14	5	4	0.3
10	O=C(CSc1nnnn1-c1ccc2c(c1)OCCO2)N1CCN(C(=O)c2ccco2)CC1	12	5	-1	-6	1.1
11	CSc1ccccc1NC(=O)CN(C)C(=O)C1CC(=O)N(C(C)c2ccccc2)C1 (stereo unspecified)	2	3	-3	0	2.8
12	COCCCNC(=O)CN(c1cc(OC)ccc1OC)S(=O)(=O)c1ccccc1	6	-3	-1	-6	-0.3
13	Cc1ccc(NC(=O)CCC(=O)c2cc(C)sc2C)nc1	-7	8	-2	13	0.1
14	O=C1CC(NNC(=O)c2ccc(Br)cc2)C(=O)N1 (stereo unspecified)	1	3	6	3	1.3
15	COC(=O)C[C@H]1CC[C@H]2[C@H](COc3ccc(NC(=O)c4cccs4)cc3C(=O)N2C)O1	·	14	-1	0	·

nr	TCR-CD3 inh	SIAE primary	TDP2 inh	NR1D1 modulator	LEDGF integ inh
1	15	10	6	-4	0
2	-5	0	-7	2	0
3	-5	2	2	-4	1
4	-6	8	-1	-4	-4
5	4	3	-1	-7	2
6	-5	-11	-21	5	4
7	2	-4	-2	-4	-3
8	-3	-15	-1	-7	-4
9	-4	-1	-15	-5	0
10	1	5	3	2	6
11	8	-2	3	5	0
12	-5	-1	2	-5	0
13	6	-5	1	-10	4
14	-4	0	5	-2	-2
15	·	4	0	-3	0

# A second format for some results above:
# Second line of a record: HTRA1 inh | ABHD4 inh | PRMT1 FP inh | rCAG binder | PG9 Ab binder | TCR-CD3 inh | SIAE primary | TDP2 inh | NR1D1 modulator | LEDGF integ inh
12	COCCCNC(=O)CN(c1cc(OC)ccc1OC)S(=O)(=O)c1ccccc1
  6 | -3 | -1 | -6 | -0.3 | -5 | -1 | 2 | -5 | 0
3	COc1ccc2c(C(=O)NCc3ccc4c(c3)OCO4)c(-c3ccc(S(C)(=O)=O)cc3)sc2c1
  0 | -2 | 0 | 6 | 4.2 | -5 | 2 | 2 | -4 | 1
14	O=C1CC(NNC(=O)c2ccc(Br)cc2)C(=O)N1 (stereo unspecified)
  1 | 3 | 6 | 3 | 1.3 | -4 | 0 | 5 | -2 | -2
8	CCCCCNC(=O)C(CCc1ccccc1)n1c(=O)c(-c2cc3ccccc3[nH]2)nc2ccccc21 (stereo unspecified)
  · | -19 | 2 | 18 | 0.6 | -3 | -15 | -1 | -7 | -4
2	CCOc1ccc(NC(=O)C2CCN(S(=O)(=O)c3c(C)noc3C)CC2)cc1
  2 | -13 | -7 | 0 | 0.1 | -5 | 0 | -7 | 2 | 0
10	O=C(CSc1nnnn1-c1ccc2c(c1)OCCO2)N1CCN(C(=O)c2ccco2)CC1
  12 | 5 | -1 | -6 | 1.1 | 1 | 5 | 3 | 2 | 6

# Continued.
nr	SMILES	HTRA1 inh	ABHD4 inh	PRMT1 FP inh	rCAG binder	PG9 Ab binder
16	Cc1cccc(C)c1NC(=O)C1CC2CCC1C2 (stereo unspecified)	2	2	4	-3	0.4
17	c1cc2c3c(cccc3c1)C(N1CCOCC1)=N2	·	6	9	-7	-3.3
18	COc1cccc(Cn2nnc(C(=O)NCc3ccccc3Cl)c2N)c1	-21	-6	1	0	-1.8
19	CC1(C)C2([N+](=O)[O-])CN3CC1([N+](=O)[O-])CN(C2)C3c1ccc(O)c(O)c1 (stereo unspecified)	25	14	6	-2	-1.8
20	O=C(COC(=O)c1ccc(Sc2ncn[nH]2)c([N+](=O)[O-])c1)Nc1cccc(Cl)c1F	·	-4	3	21	·
21	O=C(CN1C(=O)NC2(CCCCCC2)C1=O)Nc1cccc(F)c1	0	-5	2	1	0.8
22	NC(=O)c1ccc2c(c1)S(=O)(=O)c1ccccc1C2=O	10	3	1	0	-2.9
23	Cc1cccc(NC(=O)CSc2cc(C(=O)c3nccn3C)c3ccccc3n2)c1	3	-4	2	2	-3.7
24	CCCCCCC(=O)N/N=C/c1ccc(Br)cc1	-16	-4	-1	-1	-1.4
25	N#CCCCN1C(=O)C(O)(CC(=O)c2ccc3c(c2)OCCO3)c2ccccc21 (stereo unspecified)	-9	4	2	6	-0.1
26	O=C(COc1ccc(Br)cc1)N1CCCCCC1	-8	-2	1	-8	0.0
27	Cc1ccc2[nH]c(CNC(=O)C3CCCCC3)cc2c1	-14	-8	3	11	0.2
28	CC(C)CNC(=O)C1(C)CCCN1C(=O)c1cccnc1 (stereo unspecified)	·	2	-3	3	-0.6
29	O=C(Nc1ccc2c(c1)OCO2)N1CCN(Cc2ccco2)CC1	-1	4	3	-1	-2.3
30	CC(NC(=O)c1ccccc1F)c1nnc(SCC(=O)Nc2nnc(C3CC3)s2)n1C (stereo unspecified)	1	16	0	-1	1.3

nr	TCR-CD3 inh	SIAE primary	TDP2 inh	NR1D1 modulator	LEDGF integ inh
16	-6	0	-6	1	-1
17	-2	-3	9	-1	-2
18	1	-1	2	2	-1
19	-1	2	4	5	-6
20	·	-3	4	-4	-1
21	1	5	3	3	-9
22	0	2	10	2	-1
23	-5	-3	1	7	2
24	1	-5	2	6	-4
25	-3	-2	-9	6	3
26	2	1	9	-1	-2
27	-3	-3	-2	2	3
28	0	0	-2	-3	0
29	8	-1	-2	-5	2
30	3	-2	4	-1	-1

nr	SMILES	HTRA1 inh	ABHD4 inh	PRMT1 FP inh	rCAG binder	PG9 Ab binder
31	CCN1C(=O)[C@H]2[C@H]3CN=C(SCc4ccc(C#N)cc4)N3[C@@](CC)(C(=O)OC)[C@H]2C1=O	3	8	4	-1	-1.5
32	C(CCc1nn[nH]n1)CCC1CCCCC1	-4	-12	-6	15	-2.9
33	O=C(CC1Sc2ccccc2NC1=O)NCc1ccccc1 (stereo unspecified)	1	-1	2	-6	1.4
34	O=C(N/N=C/c1ccc[nH]1)c1ccccc1OCc1ccccc1Cl	-38	-1	3	4	0.4
35	COc1ccc(NC(=O)c2cc(-c3cc(Cl)ccc3C)n[nH]2)c(OC)c1	·	-12	0	6	-0.2
36	O=C(Nc1nnc(-c2cc(Cl)ccc2Cl)o1)C1=COCCO1	-2	-11	-4	2	-0.8
37	O=C1C(Cl)=C(NS(=O)(=O)c2ccc([N+](=O)[O-])cc2)C(=O)c2ccccc21	13	30*	11	38*	-2.8
38	COc1ccccc1N1C(=N)S/C(=C\c2ccc(-c3ccccc3C(=O)O)o2)C1=O	-2	12	3	4	-3.9
39	N#Cc1ccc(-c2ccc(F)cc2)nc1Oc1ccc(Cl)c(Cl)c1	5	5	3	-4	0.4
40	CCN(C(=O)c1ccc(NC(=O)c2ccco2)cc1)c1ccccc1	-2	14	0	-7	-1.2
41	Cc1ccc(SCc2nn(C)c(Cl)c2C=O)cc1	5	-4	-3	-2	-0.5
42	O=C(NNC(=O)c1cc2ccccc2cc1O)c1cccs1	14	10	3	18	-0.6
43	CC1(Cc2ccccc2C#N)C(=O)Nc2ccc(-c3ccccc3)cc21 (stereo unspecified)	·	-14	7	5	-1.1
44	NS(=O)(=O)c1ccc(NC(=O)NC2CC(=O)N(c3ccc4c(c3)OCCO4)C2)cc1 (stereo unspecified)	1	1	0	7	-0.5

nr	TCR-CD3 inh	SIAE primary	TDP2 inh	NR1D1 modulator	LEDGF integ inh
31	-2	5	5	-6	-7
32	3	-5	3	-1	12
33	5	-6	3	2	0
34	3	6	8	-8	-3
35	6	-8	-1	1	-1
36	-4	1	-7	2	4
37	6	13	12	-2	-1
38	-1	1	11	-7	0
39	-5	-8	-3	-1	1
40	1	-1	7	1	-2
41	1	2	8	-2	-5
42	17	0	-10	-4	-10
43	1	-6	-2	36*	-4
44	3	-2	-3	-9	-2

# Some entries already given, limited to LEDGF integ inh:
no. | Structure | LEDGF integ inh
39 | N#Cc1ccc(-c2ccc(F)cc2)nc1Oc1ccc(Cl)c(Cl)c1 | 1
40 | CCN(C(=O)c1ccc(NC(=O)c2ccco2)cc1)c1ccccc1 | -2
